# Screening results: PubChem BioAssay, National Center for Advancing Translational Sciences (NCATS)
# FEN1 inh – qHTS Assay for the Inhibitors of Human Flap endonuclease 1 (FEN1); P39748; Recombinant FEN1 flap cleavage, fluorescence, 15 min; Potency, µM (series often up to 114 µM), for the others: at the highest dose activity change, negative = inhibition, actives largely listed as inhibitors; actives 0.35% (n = 390,000); also: nearly all actives have a fitted effect of over 65% in size
# Target sequence (P39748 whole entry, looked up): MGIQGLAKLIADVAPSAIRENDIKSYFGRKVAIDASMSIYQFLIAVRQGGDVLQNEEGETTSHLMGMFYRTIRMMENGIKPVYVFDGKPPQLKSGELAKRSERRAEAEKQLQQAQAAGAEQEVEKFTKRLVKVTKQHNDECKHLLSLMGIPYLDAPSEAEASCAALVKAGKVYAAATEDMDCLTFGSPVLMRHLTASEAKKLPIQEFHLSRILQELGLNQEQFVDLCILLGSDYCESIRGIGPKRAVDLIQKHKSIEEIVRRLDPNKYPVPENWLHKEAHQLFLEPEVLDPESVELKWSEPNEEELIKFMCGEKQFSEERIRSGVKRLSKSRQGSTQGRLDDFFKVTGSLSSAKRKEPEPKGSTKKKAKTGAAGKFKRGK
#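 Enzyme 10 nM, 15 min RT preincubation with compound; start with substrate 50 nM final; reads at 0 and 15 min; qHTS titration, four-parameter Hill fit.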
# TDP1 cell CPT – qHTS for Inhibitors of human tyrosyl-DNA phosphodiesterase 1 (TDP1): qHTS in cells in presence of CPT | actives 12% (n = 420,000) | Potency, µM (titrated, usually from 46.2 µM), for inactives: at the top dose activity change, negative = growth inhibition, hits mostly inhibitors | chicken DT40 Tdp1-/-;hTDP1 cells + 20 nM CPT, ATP luminescence, 48 h; also: nearly all actives have a fitted effect of over 55% in size
#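 Chicken DT40 Tdp1-/- cells complemented with human TDP1, 400 cells/well, exposed to compounds plus 20 nM camptothecin for at least 48 h at 37 C; viability read as ATP content by CellTiter-Glo luminescence.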
# N370S GC – qHTS Assay for Inhibitors and Activators of N370S glucocerebrosidase as a Potential Chaperone Treatment of Gaucher Disease. N370S GC spleen homogenate, 4MU-glucoside fluorescence. Lysosomal acid glucosylceramidase (Homo sapiens), P04062. actives 0.092% (n = 330,000). Potency, µM (doses to about 59.4 µM), for inactives: at the top dose activity change, negative = inhibition, hits mostly inhibitors;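 also: 0% = full enzyme activity and -100% = no enzyme basal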
# * = called active by the depositor; ? = inconclusive; · = no result given; & = joins results of further samples; [ ] = dose if it differs, or a comment. Calls follow the shape of the dose curve; as a rule, active = well fitted curve in the direction sought with a large enough effect; inconclusive = small, poorly fitted or top-dose-only effect, or another doubt; inactive = no such curve, though single readings can be large; an effect the other way counts as inactive or inconclusive. Unless noted, % is scaled to controls: 0 for no effect and ±100 for the full control effect; potency is read from the fitted curve at half-maximal effect. Not all compounds are listed; the hit share may differ from the screen's.
No.	Compound	N370S GC	FEN1 inh	TDP1 cell CPT
1	COc1ccc(OC)c(C2C(C(C)=O)=C(O)C(=O)N2c2ccc(O)cc2)c1 (configuration not stated)	-3%	-3%	9%
2	O=C(COc1ccc(Br)cc1)NNC(=O)c1ccc(-n2cncn2)c([N+](=O)[O-])c1	·	-2%	?
3	O=C(O)c1cc(/C=N\O)ccc1OCc1ccccc1	-17%	2%	-5%
4	O=C(CNC1CCCCCC1)Nc1ccccc1N1CCOCC1	0%	-5%	-29%
5	O=C(COc1ccccc1F)Nc1ccc2nc(SCC(=O)N3CCc4ccccc43)sc2c1	·	-5%	7.3µM*
6	COc1ccc2cc(C(=O)C3CCCN(C(=O)CCc4cnn(C)c4)C3)ccc2c1 (configuration not stated)	7%	-9%	?
7	COc1cccc(NC2=CC(c3ccc(C(C)C)cc3)N(c3cccc(OC)c3)C2=O)c1 (configuration not stated)	·	-22%	?
8	CN(C)c1ccc(/C=C(\C#N)C(=O)c2ccccc2)cc1	21%	?	-26%
9	Cc1cccc(N2C(=O)C3C4CC(=O)C(c5ccccc54)C3C2=O)c1C (configuration not stated)	3%	-14%	7%
10	CSc1nc2ncc(-c3ccsc3)c(N)n2n1	3%	-5%	9%
11	CCN(CC)CCCN1CC(=O)N2[C@@H](Cc3c([nH]c4ccccc34)C2(C)C)C1=O	-8%	-2%	-5%
12	COC(=O)[C@H](C)NC(=O)Nc1ccc(C)c(C)c1	0%	-4%	-9%

# Of the compounds above, these contain nitrogen in an aromatic ring:
No.	Compound	N370S GC	FEN1 inh	TDP1 cell CPT
2	O=C(COc1ccc(Br)cc1)NNC(=O)c1ccc(-n2cncn2)c([N+](=O)[O-])c1	·	-2%	?
5	O=C(COc1ccccc1F)Nc1ccc2nc(SCC(=O)N3CCc4ccccc43)sc2c1	·	-5%	7.3µM*
6	COc1ccc2cc(C(=O)C3CCCN(C(=O)CCc4cnn(C)c4)C3)ccc2c1 (configuration not stated)	7%	-9%	?
10	CSc1nc2ncc(-c3ccsc3)c(N)n2n1	3%	-5%	9%
11	CCN(CC)CCCN1CC(=O)N2[C@@H](Cc3c([nH]c4ccccc34)C2(C)C)C1=O	-8%	-2%	-5%

# Copied from the list:
# TDP1 cell CPT with cpd 4 = -29%
# N370S GC with cpd 9 = 3%
# FEN1 inh with cpd 7 = -22%
# N370S GC with cpd 8 = 21%
# N370S GC with cpd 10 = 3%

# (cont.)
No.	Compound	N370S GC	FEN1 inh	TDP1 cell CPT
13	CCCCNc1sc(S(=O)(=O)CCC)nc1S(=O)(=O)c1ccc(C)cc1	·	4%	?
14	COCCn1c(SCC(=O)N2CCCCC2)nc2c([nH]c3ccccc32)c1=O	-7%	-16%	-30%
15	Cc1ccc(CNC(=O)CCCN2C(=O)COc3ccc(C)cc32)cc1	·	21%	?
16	CCCCCCSc1cc(-c2nc3cnccn3c2NCc2ccccc2)ccc1OC	5%	-13%	?
17	Cc1ccc(S(=O)(=O)NCc2ccc(/C=C(/C#N)C(=O)NCc3ccccc3)o2)cc1	6%	-2%	-23%
18	c1ccc(C2=Nn3c(nnc3-c3n[nH]c4c3CCC4)SC2)cc1	-21%	18%	?
19	c1ccc2nc(-c3nc4ccccc4[nH]3)ccc2c1	6%	7%	?
20	CC(C)CCCN1C(Nc2ccccc2)=NC[C@@H]1C	-3%	-1%	?
21	[N-]=[N+]=NCCN1CCN(CCc2ccccc2)CCC1=O	-20%	19%	3%
22	N#CCOc1coc(CN2CCN(c3cccc(Cl)c3)CC2)cc1=O	2%	-7%	11%
23	COc1ccc(-c2cc(C(=O)Nc3cc(OC)cc(C(=O)Nc4cccc(C(F)(F)F)c4)c3)[nH]n2)cc1	-6%	0%	2.3µM*
24	CCCn1c(SCC(=O)NNC(=O)c2ccccc2)nnc1-c1cccnc1	6%	10%	-9%

# Going on with the list.
No.	Compound	N370S GC	FEN1 inh	TDP1 cell CPT
25	NC(=Nc1ccccc1)N(c1ccccc1)c1ccccc1	·	-14%	?
26	O=C(N/N=C/c1c(O)n(-c2ccc(Cl)cn2)c(=O)c2ccccc12)c1ccncc1	-7%	7%	-10%
27	CCCN1C(=O)c2cc(C(=O)Nc3cccc(C(C)=O)c3)ccc2C1Nc1cccc(C(C)=O)c1 (configuration not stated)	-4%	-15%	8.2µM*
28	O=C(Cc1ccc(Cl)cc1)Nc1ccc(Br)cn1	5%	-16%	-1%
29	Cc1cc(C)c(OCCCON2C(=O)CCC2=O)c(Br)c1	10%	0%	7%
30	COc1cc(OC)cc(C(=O)NNC(=O)C2CCCC2)c1	3%	9%	-3%
31	COc1ccc(CCN=C(N)NS(=O)(=O)c2cc(F)ccc2OC)cc1	-4%	-10%	9%
32	COc1ccc(-c2nc3cnccn3c2Nc2ccc(C)cc2)cc1	?	?	15µM*
33	Cc1ccnc2nc(C(=O)OCC(=O)N(CC(C)C)CC(C)C)nn12	1%	-2%	-1%
34	N#C/C(=C(\O)CCl)c1nnc2n1CCCCC2	17%	1%	-25%
35	CN(C)CCN(Cc1ccccc1)C(=O)C1CCN(c2ncnc3c2nc2n3CCCCC2)CC1	14%	-10%	-27%
36	O=C(Nc1cccc(Cl)c1)/C(=C\c1cccnc1)NC(=O)c1ccco1	-9%	1%	37%[activator]

# Gathered by group, the compounds so far containing bromine
No.	Compound	N370S GC	FEN1 inh	TDP1 cell CPT
2	O=C(COc1ccc(Br)cc1)NNC(=O)c1ccc(-n2cncn2)c([N+](=O)[O-])c1	·	-2%	?
28	O=C(Cc1ccc(Cl)cc1)Nc1ccc(Br)cn1	5%	-16%	-1%
29	Cc1cc(C)c(OCCCON2C(=O)CCC2=O)c(Br)c1	10%	0%	7%

# An excerpt from above with just N370S GC:
cpd | molecule | N370S GC
27 | CCCN1C(=O)c2cc(C(=O)Nc3cccc(C(C)=O)c3)ccc2C1Nc1cccc(C(C)=O)c1 (configuration not stated) | -4%
28 | O=C(Cc1ccc(Cl)cc1)Nc1ccc(Br)cn1 | 5%
29 | Cc1cc(C)c(OCCCON2C(=O)CCC2=O)c(Br)c1 | 10%

# Other entries
No.	Compound	N370S GC	FEN1 inh	TDP1 cell CPT
37	Cc1ccccc1Cn1c(=O)n(CCC(=O)NCc2ccc3c(c2)OCO3)c(=O)c2ccccc21	1%	-3%	?
38	COc1cc(C(=O)N2C[C@@H]3CCC[C@H]2C3)ccc1OC1CCN(C(C)=O)CC1	?	-5%	-3%
39	Cc1cc(C(=O)CN2C(=O)C(=O)N(CC(C)C)C2=O)c(C)n1-c1ccccc1F	8%	-7%	8%
40	CCOC(=O)c1ccc(NC(=S)N(CCCN2CCCC2)Cc2cccs2)cc1	-17%	-3%	?
41	O=C(CCCC(=O)N(CC(=O)NC1CCCCC1)c1ccccc1F)Nc1ccccn1	-5%	0%	?
42	COc1ccc(S(=O)(=O)N2CCN(CC(=O)NC3CCCC3)CC2)cc1	-8%	-1%	14%
43	Cc1cccc(OCCSCc2nc3ccccc3[nH]2)c1	6%	-13%	16µM*
44	COc1ccccc1NC(=O)Nc1cc(NC(=O)Nc2ccccc2OC)c(C)nc1C	-10%	-1%	?
45	Cc1cc(OCC(=O)NCc2cccnc2)c2c(C)c(Cc3ccccc3)c(=O)oc2c1	-7%	-19%	?
46	COc1cccc(CNCc2ccc(C(=O)O)cc2)c1OC	0%	-4%	-1%
47	CCN1CCN(c2ccc(S(=O)(=O)N3CCCCC3)cc2NC(=O)COc2ccc(Cl)cc2)CC1	-14%	-5%	?
48	CCC(C)C(NC(N)=O)C(=O)Nc1ccc(C(=O)OC)cc1 (configuration not stated)	10%	0%	-40%

# Next part.
No.	Compound	N370S GC	FEN1 inh	TDP1 cell CPT
49	O=C(O)C(=O)/C(=C\c1ccccc1)c1ccc2ccccc2n1	6%	-1%	-4%
50	COc1ccc(C(C)C)cc1S(=O)(=O)Nc1ccc(Cl)cn1	-11%	-3%	-12%
51	COc1cccc(CNC(=O)CCNS(=O)(=O)c2ccc3c(c2)oc(=O)n3C)c1	1%	20%&18%	?
52	Cc1ccc(C(=O)N/C(=C/c2ccc(F)cc2)C(=O)NCc2ccncc2)cc1	-5%	-13%	13%
53	COc1ccc2[nH]c3c(c2c1)CCN1C(=O)C(CC(=O)NCCCN(C)C)C[C@H](C(=O)N(C(C)C)C(C)C)[C@@]31C (some centres not stated)	·	-6%	-2%
54	COc1ccc(CCN2CCCC(CN(C)Cc3cc(OC)ccc3OC)C2)cc1 (configuration not stated)	-18%	3%	?
55	CC(C)C12CN3CC(C(C)C)(CN(C1)C3c1ccccc1)C2O (configuration not stated)	-8%	8%	3%
56	CCOC(=O)Cc1nnc(Nc2ccc(C)cc2C)c2ccccc12	5%	0%	6%
57	O=C(OCC(=O)N1CCCCC1)c1c[nH]c(=O)[nH]c1=O	5%	-2%	-7%
58	COCCNc1nnc(SCC(=O)N(C)c2c(N)n(Cc3ccccc3)c(=O)[nH]c2=O)s1	-7%	-5%	-8%
59	COc1ccc(C2C(C(=O)Nc3ccccc3OC)=C(C)Nc3nnnn32)c(OC)c1 (configuration not stated)	2%	-7%	5%
60	OCCC1CN(Cc2cccn2-c2ncccn2)CCN1C1CCCC1 (configuration not stated)	-2%	-2%	13%

# Further records follow.
No.	Compound	N370S GC	FEN1 inh	TDP1 cell CPT
61	CCCn1c(CCC(=O)Nc2ccc(C)c(Cl)c2)nc2cccnc21	·	-11%	?
62	Cc1ccc(-c2noc(-c3ccccc3C(=O)N3CCOCC3)n2)cc1	·	-6%	?
63	O=C1CC(c2ccccc2)Sc2ccccc2N1 (configuration not stated)	-10%	2%	13µM*
64	Cc1cccc(NC(=O)c2cccc(S(=O)(=O)NCc3ccccc3)c2)n1	0%	-4%	?
65	CCN(CC)S(=O)(=O)c1ccc(NS(=O)(=O)c2ccc(OC)c([N+](=O)[O-])c2)cc1	0%	-2%	1%
66	COc1ccc(C(=O)C/C(=C\C(=O)c2ccc(C)cc2)c2ccccc2)cc1	11%	10%	18µM*
67	COCCCNC(=O)Cn1c(=O)oc2cc(S(=O)(=O)N3CC(C)CC(C)C3)ccc21 (configuration not stated)	-28%	2%	-29%
68	CN(C)C1=NCCN1CCCC1CCCC1	-22%	-12%	?
69	CCOc1cccc(NC(=O)c2ccc(S(=O)(=O)N(C)C)cc2)c1	11%	-15%	?
70	COc1ccc(Nc2nc(-c3ccccc3)c(C(=O)Nc3cccnc3)s2)cc1	-10%	0%	?
71	COc1ccc(OCCC(=O)OCC(=O)NCc2ccco2)cc1	5%	1%	21µM*
72	O=C(CCNS(=O)(=O)c1ccc2c(c1)CCN2C(=O)C1CC1)Nc1ccc(OC(F)(F)F)cc1	·	2%	?

# Other entries follow.
No.	Compound	N370S GC	FEN1 inh	TDP1 cell CPT
73	O=C(Nc1cccc(Cl)c1)c1ccccc1NC(=O)C1CCCCC1C(=O)O (configuration not stated)	-5%	9%	-6%
74	NNC(=S)NC1CC2CC1C1C=CCC21 (configuration not stated)	5%	-10%	9.2µM*
75	CN(c1ccc(C(=O)Nc2ccc(S(=O)(=O)N3CCCC3)cc2)cc1)S(C)(=O)=O	0%	0%	-10%
76	CCC(C)C(NC(=O)C1CCC(C)CC1)C(=O)Nc1cc(OC)ccc1OC (configuration not stated)	17%	4%	?
77	CC1(c2cccs2)CC(c2cccs2)=C(C#N)C(=O)N1 (configuration not stated)	-17%	11%	-27%
78	Cc1c(C(N)=O)c(N)c(C(=O)c2ccccc2)n1-c1ccccc1	-5%	6%	-19%
79	CCOCCCNC(=O)C1(O)c2ccccc2NC(=O)N1c1ccc(Cl)cc1 (configuration not stated)	-7%	1%	-3%
80	CCCCNC(=S)N(C)/N=C/c1ccccc1F	11%	-12%	-7%
